Compound activity deposited in PubChem by ICCB-Longwood Screening Facility, Harvard Medical School.
PV pol inh: poliovirus RNA polymerase inhibition | hit rate 0.66% among 150,000 | AID 588519 | % elongation, % (compound at 16.7 µg/mL) | poliovirus polymerase elongation, fluorescence polarization; active compounds read low; in the data active means % elongation below about 90%; further: some results filed as inactive read as strong as hits
Target sequence (P03300 1749-2209 limits assumed): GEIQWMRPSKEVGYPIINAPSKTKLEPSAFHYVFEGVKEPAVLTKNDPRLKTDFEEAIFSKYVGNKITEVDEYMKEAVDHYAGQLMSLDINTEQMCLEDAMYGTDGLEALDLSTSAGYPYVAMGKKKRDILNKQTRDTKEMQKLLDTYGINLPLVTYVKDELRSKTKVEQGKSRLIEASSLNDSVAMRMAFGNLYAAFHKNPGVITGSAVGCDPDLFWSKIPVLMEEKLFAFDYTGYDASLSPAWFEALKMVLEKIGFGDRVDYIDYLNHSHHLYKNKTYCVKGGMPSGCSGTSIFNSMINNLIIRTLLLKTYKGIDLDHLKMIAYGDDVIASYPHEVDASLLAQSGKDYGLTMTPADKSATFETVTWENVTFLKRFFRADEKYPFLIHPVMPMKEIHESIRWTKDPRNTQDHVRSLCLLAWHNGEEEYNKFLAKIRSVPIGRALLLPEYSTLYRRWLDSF
PV pol inh FP z-score: also measured in PV pol inh; calls as there; z-score; measured here: FP z-score; hits read low
Numbers without * were called inactive. Only part of the results is shown; rates above refer to the full screens.

> O=C(CSc1ncccc1C(=O)O)c1cccc(C(F)(F)F)c1
  PV pol inh: 101.0
  PV pol inh FP z-score: -0.3

> CCOC(=O)N1CCC(=NNc2nc3ccccc3s2)CC1
  PV pol inh: 106.0
  PV pol inh FP z-score: -0.1

> CCN=c1scc(-c2cccs2)n1/N=C(\C)CC
  PV pol inh: 146.0
  PV pol inh FP z-score: 6

> CSCCC(NC(=O)C1CCCCC1)C(=O)Nc1ccc(F)c(Cl)c1 (centres undefined)
  PV pol inh: 102.0
  PV pol inh FP z-score: -1.1

> COc1cccc(-c2cc(C(=O)NCCc3ccc(OC)c(OC)c3)no2)c1
  PV pol inh: 105.0
  PV pol inh FP z-score: 0.3

> Cc1cc(C(F)(F)F)c2c(C)cc(=O)n(C)c2n1
  PV pol inh: 106.0
  PV pol inh FP z-score: 0.5

> CC1(C)Cc2c(sc3nc(Nc4ccccc4)[nH]c(=O)c23)CO1
  PV pol inh: 101.0
  PV pol inh FP z-score: 0.5

> Cc1ccc(CC(C#N)Sc2nnc(COc3ccccc3Cl)n2C)cc1 (centres undefined)
  PV pol inh: 101.0
  PV pol inh FP z-score: -0.1

> COc1ccc(CCNC(=S)Nc2ccc(N3CCOCC3)c3nonc23)cc1OC
  PV pol inh: 101.0
  PV pol inh FP z-score: 0.3

> O=C(CC1S/C(=N/N=C/c2ccco2)NC1=O)Nc1ccc(Cl)cc1 (centres undefined)
  PV pol inh: 103.0
  PV pol inh FP z-score: 0.3

> COc1ccccc1N(CC(=O)NC1CCCCC1)C(=O)c1csnn1
  PV pol inh: 101.0
  PV pol inh FP z-score: -0.5

> CC(Sc1ccc2c(c1)OCCO2)C(=O)Nc1ccccc1C#N (centres undefined)
  PV pol inh: 103.0
  PV pol inh FP z-score: -0.1

> CCc1ccccc1OCCCN(CC)CC
  PV pol inh: 103.0
  PV pol inh FP z-score: 0.1

> CCOc1ccc(CNC(=O)Cn2cc3c(n2)-c2c(oc(C(=O)N4CCOCC4)c2C)CC3)cc1
  PV pol inh: 107.0
  PV pol inh FP z-score: 0

> Cc1ccc(S(=O)(=O)c2c(O)cc(C)c(NS(=O)(=O)c3ccc(Cl)cc3)c2C)cc1
  PV pol inh: 104.0
  PV pol inh FP z-score: 0

> Cn1c(=O)c2c(nc(NCCCCO)n2Cc2ccccc2Cl)n(C)c1=O
  PV pol inh: 108.0
  PV pol inh FP z-score: 0.4

> Brc1cc2c(cc1COc1ccc(-c3nn[nH]n3)cc1)OCO2
  PV pol inh: 102.0
  PV pol inh FP z-score: 0.9

> CC(C)(C#N)N1CCOCC1
  PV pol inh: 106.0
  PV pol inh FP z-score: 0.4

> CC(=O)c1cccc(NC(=O)CCCN2C(=O)COc3ccc(C)cc32)c1
  PV pol inh: 107.0
  PV pol inh FP z-score: 0

> O=C(CCC(=O)c1ccccc1)Nc1nccs1
  PV pol inh: 103.0
  PV pol inh FP z-score: 0.2

> O=C(Nc1cccc(C(=O)N2CCN(C(=O)c3ccco3)CC2)c1)c1ccccc1
  PV pol inh: 100.0
  PV pol inh FP z-score: 0

> Cc1cc(N=Cc2ccc3ncccc3c2)ccc1Br
  PV pol inh: 102.0
  PV pol inh FP z-score: 0.4

> O=C(OC(C(=O)Nc1ccc(Cl)cc1C(F)(F)F)c1ccccc1)c1ccncc1 (centres undefined)
  PV pol inh: 102.0
  PV pol inh FP z-score: 0.1

> COc1ccc(CCNC(=O)CCCn2c(=O)c3ccccc3n(Cc3ccc(F)cc3Cl)c2=O)cc1OC
  PV pol inh: 110.0
  PV pol inh FP z-score: 1.2

> CC(=O)c1ccc(NC(=O)c2cnc(N3CCCC3)nc2C)cc1
  PV pol inh: 111.0
  PV pol inh FP z-score: 0.9

> Nc1ccccc1N1CCN(C(=O)c2ccccc2)CC1
  PV pol inh: 101.0
  PV pol inh FP z-score: -0.1

> O=C1C=C(N2CCCCC2)C2(CCCCC2)O1
  PV pol inh: 104.0
  PV pol inh FP z-score: 0.8

> CSC1=NCCCN1C(=O)c1ccccc1I
  PV pol inh: 109.0
  PV pol inh FP z-score: 0.8

> Cc1cc(C)n2c(Nc3cccc(C(F)(F)F)c3)c(-c3ccc(O)cc3)nc2n1
  PV pol inh: 106.0
  PV pol inh FP z-score: 1.4

> CCC(CO)NC(=O)c1cc2c(n(-c3ccccc3)c1=O)CC(C)(C)CC2=O (centres undefined)
  PV pol inh: 101.0
  PV pol inh FP z-score: 0.4

> CC1COC(CC(C)c2ccccc2)O1 (centres undefined)
  PV pol inh: 101.0
  PV pol inh FP z-score: 0.1

> Cc1noc(/C=C/N(C)C)c1S(=O)(=O)N(C)c1ccc(C(C)C)cc1
  PV pol inh: 102.0
  PV pol inh FP z-score: 0.3

> O=C(NCc1ccccn1)C1CC(c2cccc(Br)c2)=NO1 (centres undefined)
  PV pol inh: 104.0
  PV pol inh FP z-score: 1.3

> CCC(Sc1nc2nccnc2c(=O)n1Cc1ccccc1)C(=O)NC1CCCCC1 (centres undefined)
  PV pol inh: 101.0
  PV pol inh FP z-score: -0.6

> O=C(O)CSc1nc2ccc(C(=O)c3ccccc3)cc2[nH]1
  PV pol inh: 103.0
  PV pol inh FP z-score: 0.3

> Cc1ccc(NS(=O)(=O)c2cc(-c3cc(C)no3)ccc2C)c(Cl)c1
  PV pol inh: 102.0
  PV pol inh FP z-score: -1

> COc1ccc(NC2=NCC(C)S2)cc1 (centres undefined)
  PV pol inh: 99.0
  PV pol inh FP z-score: -0.8

> CC1Cc2cc(S(=O)(=O)N(C)CC(=O)NCc3ccccc3)ccc2N1C(=O)C1CC1 (centres undefined)
  PV pol inh: 101.0
  PV pol inh FP z-score: -0.1

> COc1cccc2cc(-c3nc(Cl)c4c5c(sc4n3)CC(C)CC5)c(=O)oc12 (centres undefined)
  PV pol inh: 104.0
  PV pol inh FP z-score: -0.5

> Cc1cc(C)cc(NC(=O)Cn2cnc3c(nnn3Cc3ccc(F)cc3)c2=O)c1
  PV pol inh: 100.0
  PV pol inh FP z-score: 0.1

> O=C(Cn1c(=O)c2c(ncn2Cc2ccccc2)n(Cc2ccccc2)c1=O)N1CCCC1
  PV pol inh: 103.0
  PV pol inh FP z-score: 0.1

> Cc1ccccc1C(=O)NC1CCN(Cc2nnnn2Cc2ccccc2)CC1
  PV pol inh: 102.0
  PV pol inh FP z-score: 0

> Cn1nc(C(F)(F)F)cc1Cl
  PV pol inh: 106.0
  PV pol inh FP z-score: 0.3

> N#CCN(CC#N)C(=O)c1cc(Cl)ccc1Cl
  PV pol inh: 103.0
  PV pol inh FP z-score: -0.1

> OCCN1CN=C(SCc2ccc(Cl)c(Cl)c2)NC1
  PV pol inh: 106.0
  PV pol inh FP z-score: 0.4

> N#CC1=C(N)OC2=C(C(=O)CCC2)C12C(=O)Nc1ccc(F)cc12 (centres undefined)
  PV pol inh: 101.0
  PV pol inh FP z-score: -0.1

> CCCCOc1ccc(C(=O)N=c2sccn2C)cc1OC
  PV pol inh: 117.0
  PV pol inh FP z-score: 1.9

> CCOc1ccc(CNc2cc(C)nc3nc(-c4cccc(C)c4)nn23)cc1OC
  PV pol inh: 106.0
  PV pol inh FP z-score: 0

> Cn1c2ccccc2c2c(C(=O)N3CCC4(CC3)OCCO4)cn(C3CCCC3)c(=O)c21
  PV pol inh: 103.0
  PV pol inh FP z-score: 0.8

> Cc1cc(C)cc(CC2CC(=O)N(CC(=O)O)C2=O)c1 (centres undefined)
  PV pol inh: 103.0
  PV pol inh FP z-score: 0.2

> N#CCSc1ccccc1NC(=O)CN1C(=O)C2CC=CCC2C1=O (centres undefined)
  PV pol inh: 43.0
  PV pol inh FP z-score: -10.6

> O=C(COc1ccc2ccccc2c1)NS(=O)(=O)c1ccccc1
  PV pol inh: 101.0
  PV pol inh FP z-score: -0.2

> COC(=O)c1ccc(NC(=O)Nc2ccc3c(c2)nc(C)n3C)cc1
  PV pol inh: 104.0
  PV pol inh FP z-score: 0.8

> O=C(NCc1cccs1)c1cc(NS(=O)(=O)c2ccc(F)cc2)ccn1
  PV pol inh: 100.0
  PV pol inh FP z-score: -0.4

> O=S(=O)(c1ccc(NCc2nc3ccccc3[nH]2)nc1)N1CCCC1
  PV pol inh: 106.0
  PV pol inh FP z-score: 0.8

> C(=N\c1n[nH]c(/N=C/c2ccccc2)n1)/c1ccccc1
  PV pol inh: 97.0
  PV pol inh FP z-score: -0.4

> COc1ccc2c(c1)c(C(=O)OCC(N)=O)c(C)n2C1CCCCC1
  PV pol inh: 100.0
  PV pol inh FP z-score: -0.1

> Cc1cc(Oc2ccccc2F)nc(N)n1
  PV pol inh: 99.0
  PV pol inh FP z-score: -0.6

> O=c1oc2ccc(F)cc2cc1-c1nc(-c2cccs2)no1
  PV pol inh: 119.0
  PV pol inh FP z-score: 0.4

> Cc1ccc(S(=O)(=O)NC(c2ccccc2)c2nnc(-c3ccccc3)o2)cc1 (centres undefined)
  PV pol inh: 101.0
  PV pol inh FP z-score: 0.1

Nothing new here: 19 of the compounds above.
> Cc1cc(C)cc(NC(=O)Cn2cnc3c(nnn3Cc3ccc(F)cc3)c2=O)c1
  PV pol inh: 100.0
  PV pol inh FP z-score: 0.1

> O=C(Cn1c(=O)c2c(ncn2Cc2ccccc2)n(Cc2ccccc2)c1=O)N1CCCC1
  PV pol inh: 103.0
  PV pol inh FP z-score: 0.1

> Cc1ccccc1C(=O)NC1CCN(Cc2nnnn2Cc2ccccc2)CC1
  PV pol inh: 102.0
  PV pol inh FP z-score: 0

> Cn1nc(C(F)(F)F)cc1Cl
  PV pol inh: 106.0
  PV pol inh FP z-score: 0.3

> N#CCN(CC#N)C(=O)c1cc(Cl)ccc1Cl
  PV pol inh: 103.0
  PV pol inh FP z-score: -0.1

> OCCN1CN=C(SCc2ccc(Cl)c(Cl)c2)NC1
  PV pol inh: 106.0
  PV pol inh FP z-score: 0.4

> N#CC1=C(N)OC2=C(C(=O)CCC2)C12C(=O)Nc1ccc(F)cc12 (centres undefined)
  PV pol inh: 101.0
  PV pol inh FP z-score: -0.1

> CCCCOc1ccc(C(=O)N=c2sccn2C)cc1OC
  PV pol inh: 117.0
  PV pol inh FP z-score: 1.9

> CCOc1ccc(CNc2cc(C)nc3nc(-c4cccc(C)c4)nn23)cc1OC
  PV pol inh: 106.0
  PV pol inh FP z-score: 0

> Cn1c2ccccc2c2c(C(=O)N3CCC4(CC3)OCCO4)cn(C3CCCC3)c(=O)c21
  PV pol inh: 103.0
  PV pol inh FP z-score: 0.8

> Cc1cc(C)cc(CC2CC(=O)N(CC(=O)O)C2=O)c1 (centres undefined)
  PV pol inh: 103.0
  PV pol inh FP z-score: 0.2

> N#CCSc1ccccc1NC(=O)CN1C(=O)C2CC=CCC2C1=O (centres undefined)
  PV pol inh: 43.0
  PV pol inh FP z-score: -10.6

> O=C(COc1ccc2ccccc2c1)NS(=O)(=O)c1ccccc1
  PV pol inh: 101.0
  PV pol inh FP z-score: -0.2

> COC(=O)c1ccc(NC(=O)Nc2ccc3c(c2)nc(C)n3C)cc1
  PV pol inh: 104.0
  PV pol inh FP z-score: 0.8

> O=C(NCc1cccs1)c1cc(NS(=O)(=O)c2ccc(F)cc2)ccn1
  PV pol inh: 100.0
  PV pol inh FP z-score: -0.4

> O=S(=O)(c1ccc(NCc2nc3ccccc3[nH]2)nc1)N1CCCC1
  PV pol inh: 106.0
  PV pol inh FP z-score: 0.8

> C(=N\c1n[nH]c(/N=C/c2ccccc2)n1)/c1ccccc1
  PV pol inh: 97.0
  PV pol inh FP z-score: -0.4

> COc1ccc2c(c1)c(C(=O)OCC(N)=O)c(C)n2C1CCCCC1
  PV pol inh: 100.0
  PV pol inh FP z-score: -0.1

> Cc1cc(Oc2ccccc2F)nc(N)n1
  PV pol inh: 99.0
  PV pol inh FP z-score: -0.6

The listing continues.
> CCCCCOc1c(Cl)cc(C(=O)N(Cc2ccc(C)o2)C2CCS(=O)(=O)C2)cc1Cl (centres undefined)
  PV pol inh: 114.0
  PV pol inh FP z-score: -0.1

> O=C(c1ccc2c(=O)n3c(nc2c1)CCCCC3)N1CCCc2ccccc21
  PV pol inh: 103.0
  PV pol inh FP z-score: 0.2

> Cc1ccc(Cn2nnc3c(=O)n(Cc4ccc(C(F)(F)F)cc4)cnc32)cc1
  PV pol inh: 103.0
  PV pol inh FP z-score: 0.6

> O=C(c1ccco1)N1CCCN(C(=O)c2ccco2)CC1
  PV pol inh: 100.0
  PV pol inh FP z-score: -0.4

> O=C(NCCc1ccc(Cl)cc1)C(=O)NCC(c1cccs1)S(=O)(=O)c1ccccc1 (centres undefined)
  PV pol inh: 107.0
  PV pol inh FP z-score: -0.1

> Cc1cccc(C)c1NC(=O)CN1C(=O)c2ccccc2S1(=O)=O
  PV pol inh: 101.0
  PV pol inh FP z-score: -0.2

> COc1ccc(NC(C)=O)cc1NC(=O)c1cc2cccnc2n(C)c1=O
  PV pol inh: 111.0
  PV pol inh FP z-score: 0.5

> O=C(NC1CCCC1)C(c1ccccc1)N(CC1CCCO1)C(=O)Cn1nnc2ccccc21 (centres undefined)
  PV pol inh: 102.0
  PV pol inh FP z-score: 0.2
